CIT2-GFP yeast – alters CIT2-GFP fluorescence in TOR pathway yeast screen. GFP response vs DMSO, % at 10 µM. AID 2029. 320,000 compounds, 0.065% hits. S. cerevisiae CIT2-GFP strain, flow cytometry, 3 h; 100 means same as DMSO wells;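 active = GFP response relative to DMSO above a set limit, near the screen mean plus 3 SD, cut at about 150% in these data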;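 note: ratio of well median GFP fluorescence to mean of DMSO wells on the plate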
VLA-4 inh – inhibition in a human VLA-4 binding assay; P13612; VLA-4 expressing cells, ligand binding flow cytometry; inhibition, % (about 7 µM as worked out from the volumes in the protocol); 330,000 compounds, 0.2% hits; in the data active = inhibition above about 50%
GLD-1 RNA inh – GLD-1-TGE RNA interaction inhibition (C. elegans); purified GLD-1 + fluorescein TGE RNA, fluorescence polarization; 320,000 compounds, 0.44% hits; Q17339; inhibition, % at 5.96 µM; AID 2280;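 active = percent inhibition above a per-plate cutoff, the plate mean of test compounds plus 3 SD, cut at about 30% in these data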;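 note: 0% = DMSO wells with GLD-1 and probe and 100% = wells lacking GLD-1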
Target sequence (Q17339 whole entry, looked up): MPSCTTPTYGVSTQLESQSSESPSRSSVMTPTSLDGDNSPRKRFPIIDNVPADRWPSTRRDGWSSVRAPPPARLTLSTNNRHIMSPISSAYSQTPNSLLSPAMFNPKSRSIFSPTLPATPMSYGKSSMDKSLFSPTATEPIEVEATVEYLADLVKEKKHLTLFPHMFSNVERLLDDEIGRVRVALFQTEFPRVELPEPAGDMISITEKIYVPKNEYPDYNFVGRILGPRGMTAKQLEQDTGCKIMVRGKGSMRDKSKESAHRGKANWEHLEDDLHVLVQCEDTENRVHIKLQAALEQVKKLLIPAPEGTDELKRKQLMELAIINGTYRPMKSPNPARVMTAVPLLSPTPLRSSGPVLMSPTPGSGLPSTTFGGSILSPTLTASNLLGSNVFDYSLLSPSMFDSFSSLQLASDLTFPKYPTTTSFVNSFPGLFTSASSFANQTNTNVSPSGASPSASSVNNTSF
MEX-5 binding – C. elegans MEX-5 TCR-2 RNA binding activity; 300,000 compounds, 0.38% hits; Q9XUB2; MEX-5/FITC-TCR2 RNA binding, fluorescence polarization; active compounds read low; activity score (negative = inhibition of binding), % at 10 µM;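 active = inhibition past about -25% in most replicates, and total fluorescence under double the plate's negative control median, limit read from the data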;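 note: 0% = DMSO and -100% = 5 µM competing unlabeled TCR2 RNA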
Target sequence (Q9XUB2 whole entry, looked up): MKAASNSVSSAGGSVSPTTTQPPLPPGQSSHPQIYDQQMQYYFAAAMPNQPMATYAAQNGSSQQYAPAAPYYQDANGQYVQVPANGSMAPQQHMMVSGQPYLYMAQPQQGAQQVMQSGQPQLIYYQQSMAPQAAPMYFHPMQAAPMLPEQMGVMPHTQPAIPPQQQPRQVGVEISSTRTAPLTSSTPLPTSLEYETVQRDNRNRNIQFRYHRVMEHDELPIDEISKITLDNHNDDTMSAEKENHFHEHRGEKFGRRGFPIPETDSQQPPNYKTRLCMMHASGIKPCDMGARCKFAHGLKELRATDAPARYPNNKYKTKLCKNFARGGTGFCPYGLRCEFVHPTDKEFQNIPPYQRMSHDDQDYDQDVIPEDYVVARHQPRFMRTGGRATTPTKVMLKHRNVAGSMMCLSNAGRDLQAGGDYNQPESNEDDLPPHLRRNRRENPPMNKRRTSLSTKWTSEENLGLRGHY
Fam108B counter – Fam108B inhibition, counter-screen for RBBP9 inhibitors; 300,000 compounds, 0.33% hits; AID 1947; recombinant Fam108B, FP-Rh probe fluorescence polarization; inhibition, % at 9.51 µM;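 active = inhibition above the screen mean inhibition plus 3 SD, computed separately per campaign, cut at about 18% in these data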;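 note: inhibitors lower polarization as less probe binds the enzyme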
GRK2 aptamer HTS – human GRK2 inhibition via aptamer displacement. AID 488847. bead flow cytometry, FAM-aptamer displacement from GRK2. 330,000 compounds, 0.59% hits. inhibition of aptamer binding, % at 10 µM. P25098;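 active = inhibition of aptamer binding above 40%, roughly 3 SD of noise, on plates passing a quality check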;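 note: median bead fluorescence of bound FAM aptamer so fluorescent compounds give negative values; no value below 0 was filed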
BCLXL inh – Bcl-xL (human) inhibition | Q07817 | GST-Bcl-xL / FITC-Bim BH3 peptide fluorescence polarization | inhibition, % at 10.9 µM | 320,000 compounds, 0.7% hits | AID 2129;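 active = inhibition above the mean of all tested compounds plus 3 SD, cutoff set per campaign, cut at about 30% in these data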;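 note: 0% = DMSO wells and 100% = unlabeled Bim-BH3 peptide competitor; inhibitors lower millipolarization by displacing the labeled peptide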
MCL1-BIM inh – inhibitors of human MCL1 binding to BIM-BH3 peptide | 320,000 compounds, 0.68% hits | GST-MCL1 / FITC-Bim-BH3 fluorescence polarization | inhibition, % at 10.9 µM | Q07820;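 active = inhibition above the mean inhibition of all tested compounds plus 3 SD, set per campaign, cut at about 40% in these data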;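 note: 0% = DMSO wells and 100% = unlabeled Bim-BH3 peptide control; higher means more loss of mP so more displacement of Bim peptide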
AGP1 TOR yeast – modulators of TOR pathway AGP1-GFP in S. cerevisiae; AID 2066; 320,000 compounds, 0.02% hits; GFP response vs DMSO, % at 10 µM; S. cerevisiae AGP1-GFP multiplex flow cytometry, 3 h; GFP as percent of DMSO wells;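 active = GFP response relative to DMSO above a set limit, near screen average plus 3 SD, cut at about 150% in these data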;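 note: median GFP channel fluorescence of the gated AGP1 strain per well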
* marks the source's active call; other numbers are inactive results; / = no result given. Not a hit list. Share with any hit: about 2.2%.

Screens in order: CIT2-GFP yeast, VLA-4 inh, GLD-1 RNA inh, MEX-5 binding, Fam108B counter, GRK2 aptamer HTS, BCLXL inh, MCL1-BIM inh, AGP1 TOR yeast
- COCCCNC(=O)C(CC(N)=O)NC(=O)OCc1ccccc1 (centres undefined)
 : 102.4, 5.1, 9.5, -1.3, 0.7, 0.0, 0.2, -2.0, 104.0
- COc1ccc(C(=O)NCC(=O)NC2=NCCS2)cc1
 : 115.8, -4.7, 0.1, 1.1, -4.9, 0.0, 1.6, 4.8, 97.3
- COc1cccc(-c2nnc3n2N=C(c2cccc(Br)c2)CS3)c1
 : 89.5, -1.7, 4.1, -2.7, -0.4, 0.0, 5.0, 5.7, 108.0
- CCC1Sc2ccc(S(=O)(=O)Nc3cc(OC)cc(OC)c3)cc2NC1=O (centres undefined)
 : 97.7, 3.3, -3.3, 0.4, 0.8, 6.0, 1.7, 0.2, 104.3
- COc1cc(NC(=O)COC(C)=O)c(C)cc1[N+](=O)[O-]
 : 95.1, -3.3, 5.2, -1.3, 3.4, 2.0, 2.0, -1.0, 98.3
- COc1ccccc1OCCn1cc(/C=N/NC(N)=S)c2ccccc21
 : 89.4, -14.6, 0.2, -1.2, 3.7, 0.0, 0.1, 3.9, 88.7
- N=c1c(S(=O)(=O)c2ccc(Cl)cc2)cc2c(=O)n3ccccc3nc2n1CCN1CCOCC1
 : /, 10.6, -0.9, -2.3, -2.0, 2.0, -6.0, -5.0, 85.5
- CC(CNS(=O)(=O)c1ccc2c(c1)CC(=O)N2C)c1ccccc1 (centres undefined)
 : 101.3, 11.2, -0.1, 1.1, -0.7, 1.0, -1.1, -0.2, 101.5
- O=c1cc2[nH]c3ccccc3c(=O)n2nc1-c1ccccc1
 : 113.5, 14.6, 12.3, -2.0, 0.9, 1.0, 15.3, 1.5, 108.3
- Cc1ccc(C(=O)NC2CCN(S(=O)(=O)c3ccccc3F)CC2)cc1
 : 102.1, -1.2, 2.2, 1.0, -0.2, 0.0, 8.6, -1.0, 89.8
- O=C(NCCCN1CCOCC1)c1cc(Cl)ccc1[N+](=O)[O-]
 : 117.2, -4.1, 3.8, 1.3, 1.6, 0.0, 4.9, 2.2, 107.1
- CCC(C)NC(=O)Nc1ccccc1C (centres undefined)
 : 105.3, 2.4, 3.4, -0.8, 2.3, 1.0, 7.7, -2.1, 101.9
- CCCc1cc(C(=O)N/N=C/c2ccc(C)o2)c2ccccc2n1
 : 93.5, -13.2, 2.8, -1.1, -0.5, 1.0, 1.5, 3.0, 104.3
- O=C(N/N=C1/CCCc2ccccc21)C(c1ccccc1)c1ccccc1
 : 105.8, 2.9, -3.4, /, -1.9, 0.0, 0.5, 7.1, 100.7
- COc1ccc(C(=O)Nc2ccc(S(=O)(=O)Nc3cc(C)nc(C)n3)cc2)cc1
 : 105.7, 3.0, 2.0, 0.5, 0.7, 4.0, 2.4, 4.0, 107.8
- CC(c1ccccc1)n1cnc2ccccc2c1=O (centres undefined)
 : 107.8, 8.5, 4.1, 0.7, -0.8, 1.0, -1.7, -2.4, 108.4
- COC(=O)c1ccc(C(=O)OC)c(NC(=O)C2CC2)c1
 : /, -7.8, 2.6, 1.9, 0.8, 0.0, -1.0, 6.3, /
- Cc1cc(NC(=O)COC(=O)c2c(C)nn(-c3ccccc3)c2C)no1
 : 105.1, -4.2, 1.6, 0.2, -5.3, 0.0, 5.7, 3.4, 102.3
- CCS(=O)(=O)NCCc1csc(C)n1
 : 97.8, 3.1, 3.5, -2.3, 0.4, 0.0, 3.2, -2.6, 96.6
- Fc1ccc(CCN2CCN=C2Nc2ccccc2)cc1
 : 97.6, -7.7, 6.8, /, 1.7, 3.0, -0.9, -1.4, 99.2
- O=C(O)CCN=C1CCc2ccccc2N1
 : 102.8, 40.3, 4.9, 2.5, 9.1, 0.0, 6.0, 0.8, 99.8
- CN1CCN(C(=O)c2cn(-c3ccccc3)nc2-c2cccs2)CC1
 : 109.8, 3.7, -5.5, -7.4, 2.7, 3.0, 1.7, 6.5, 110.7
- CC(C)C[C@@H](CN1C(=O)C(=O)NC[C@@H]1CC(C)C)NC(=O)Cc1ccccc1
 : 113.1, 5.9, -2.0, /, /, 7.0, /, /, 118.0
- COc1ccc(S(=O)(=O)N2Cc3ccccc3CC2C(=O)Nc2ccc3c(c2)OCO3)cc1 (centres undefined)
 : 92.8, 6.3, -1.6, -1.3, 2.4, 1.0, 0.8, 4.2, 98.0
- O=C(NCC1CCCO1)C(c1ccncc1)N(Cc1cccs1)C(=O)Cn1nnc(-c2ccc(F)cc2)n1 (centres undefined)
 : /, 2.9, -3.1, 1.3, 0.2, 0.0, -0.4, -3.3, 95.3
- COc1cc(C(C(=O)Nc2c(C)cccc2C)N(C)C(=O)c2ccc(-n3cnnn3)cc2)ccc1O (centres undefined)
 : 83.1, 10.4, 0.1, -3.0, -1.9, 5.0, 6.2, 7.0, 94.4
- C[N+]1(CCC(=O)c2ccccc2)CCCCC1
 : 99.2, -5.9, -1.5, -1.2, -0.3, 0.0, -12.5, -18.3, 92.5
- O=C(O)COc1ccccc1/C=N/NC(=O)CNC(=O)c1ccco1
 : 91.2, 4.6, 3.1, -2.1, 0.4, 0.0, -1.0, 3.8, 99.8
- CCOP(=O)(OCC)/C(=N/OC(=O)c1ccc(OC)cc1)C(N)=O
 : 112.2, 3.1, 10.2, -1.5, 1.8, 3.0, 1.7, -7.3, 113.4
- Cc1ccc(C(=O)NC2CCCC2)cc1S(=O)(=O)N1CCCCC1
 : /, 11.8, 3.1, 0.2, -1.2, 3.0, 4.2, -0.1, 99.8
- CCOC1C(=O)NC(=O)N1Cc1ccccc1 (centres undefined)
 : 100.3, -2.1, /, 0.7, /, 0.0, /, /, 107.9
- COc1ccc2c(CC(=O)Nc3nc(C)cs3)coc2c1
 : 92.8, 4.1, -8.4, -3.1, 2.7, 3.0, 2.5, 4.4, 99.3
- COc1ccc(CCNC(=O)COc2ccc3c(C)cc(=O)oc3c2)cc1
 : 99.8, -9.0, -0.4, /, /, 1.0, /, /, 95.1
- Cc1ccc(C(=O)N2CCN(c3ccccc3)CC2)cc1NC(=O)c1ccco1
 : 103.6, 7.9, -6.2, -1.7, 2.8, 3.0, -2.2, -7.3, 99.1
- CCc1ccccc1NS(=O)(=O)c1cccc2nsnc12
 : 103.0, 12.7, -2.1, 0.4, -1.0, 1.0, 3.4, 1.3, 99.5
- COc1ccc(NC(=O)COC(=O)c2ccc(OC)c(S(=O)(=O)N3CCCC3)c2)cc1OC
 : 102.9, 16.9, 5.6, /, /, 3.0, 4.8, 1.3, 98.1
- Cc1ccc(S(=O)(=O)N(C)CC(=O)N2CCCCCC2)cc1
 : 109.5, -0.3, 1.5, 0.8, 2.2, 0.0, -0.5, 0.3, 100.3
- CC(C)c1c(O)nc(SCc2ccccc2)[nH]c1=O
 : 117.9, -12.5, 4.5, 0.9, 1.8, 3.0, -0.1, 0.0, /
- CCOC(=O)c1ccccc1NC(=O)C(C)Oc1ccccc1 (centres undefined)
 : 89.9, -0.3, 5.1, -2.9, 6.4, 0.0, 2.2, 3.1, 95.6
- COc1ccc(-c2cc(C(F)(F)F)nc(-n3cc(Cl)cn3)n2)cc1
 : 76.1, 9.7, -4.1, 1.2, -6.3, 0.0, 5.4, 2.2, 101.6
- O=C(O)C1Nc2c(Cl)cc(Cl)c(Cl)c2C2C=CCC12 (centres undefined)
 : 96.8, -2.8, 14.5, -2.2, 14.7, 59.0*, 65.3*, 102.7*, 94.8
- O=C(O)c1ccc2c(c1)C(=O)N(c1ccc(C(=O)OCC(=O)c3ccccc3)cc1)C2=O
 : 95.8, 8.5, 3.7, -0.8, 3.3, 0.0, 1.8, -3.5, 91.7
- COc1ccc(S(=O)(=O)Nc2c(O)c3ccccc3oc2=O)cc1
 : 104.1, -5.2, -2.1, 2.2, 4.5, 0.0, 6.5, 5.5, 92.2
- COc1ccccc1N1CCN(CC(=O)Nc2nccs2)CC1
 : 116.8, 9.1, 3.9, 5.7, -1.4, 0.0, 4.2, 9.9, 114.5
- O=C(c1cccc([N+](=O)[O-])c1)N1CCCN(C(=O)c2cccc([N+](=O)[O-])c2)CC1
 : 114.0, -5.5, 3.6, -2.3, 2.2, 1.0, 10.9, 11.7, 106.7
- NC(=O)C1CCN(CC(=O)N2N=CCC2c2ccccc2)CC1 (centres undefined)
 : 104.0, -5.5, 8.3, -1.1, 0.3, 1.0, 3.9, 0.8, 98.5
- CC(CN1C(C)CCCC1C)OC(=O)c1ccc(Cl)cc1 (centres undefined)
 : 80.5, -3.2, 4.4, -0.4, 3.7, 1.0, 1.2, -0.6, 91.6
- Cc1ccc(S(=O)(=O)NN2C(=O)/C(=C/c3ccc(F)cc3)SC2=S)cc1
 : 101.0, 1.4, 6.3, -4.6, -3.6, 3.0, 7.5, 11.2, 99.8
- CNC(=O)c1[nH]cnc1C(=O)N[C@@H](CCCCNC(=O)OC(C)(C)C)C(=O)OC(C)(C)C
 : /, /, -5.0, 2.1, -3.8, /, 1.5, 3.3, /
- COc1ccc(-n2nc(C(=O)N3CCC(N4CCCCC4)CC3)c3c4ccccc4n(C)c3c2=O)cc1
 : 107.7, 9.8, 0.4, 3.2, 3.3, 0.0, 1.8, -0.5, 104.4
- O=C(COc1ccc2ccc(=O)oc2c1)Nc1nccs1
 : 94.1, 7.3, 2.9, -0.6, 7.6, 1.0, 6.0, 7.0, 98.5
- COc1ccc(/C=N/NC(=O)CN2CCCC2)cc1
 : 90.8, 19.1, 2.1, 1.1, -3.0, 0.0, 1.1, 7.1, 88.5
- CCCCC(=O)N/N=C/c1sccc1C
 : 97.5, 22.5, -0.1, 0.1, 5.2, 0.0, 3.5, -3.4, 96.8
- CCOC(=O)c1ccc(N/C=C/C(=O)c2ccc(OC)cc2)cc1
 : 93.0, 4.3, 6.5, -1.0, -6.0, 0.0, 1.9, -7.0, 100.7
- O=C(O)c1cc(Cl)c(Cl)cc1C(=O)NCc1ccco1
 : 98.2, 4.1, 7.4, -1.6, -4.2, 1.0, 5.9, 1.6, 97.8
- CCC(C)(C)NC(=O)c1ccc2c(c1)S(=O)(=O)c1ccccc1C2=O
 : 96.0, 17.0, -0.4, 2.3, 1.4, 54.0*, -0.7, -4.5, 92.2
